From PubChem BioAssay
RGS4 inh: human RGS4 inhibition | P49798 | Transcreener GDP fluorescence polarization, RGS4-accelerated GTP hydrolysis | Potency, µM (titrated, usually from 114 µM), for inactives: at the highest dose activity change, negative = inhibition, actives largely listed as inhibitors | 390,000 tested, 0.039% active; also: potency is read from the fitted curve at half-maximal effect; % is scaled to controls: 0 for no effect and ±100 for the full control effect; nearly all actives have a fitted effect of over 75% in size; some results filed as inactive show a strong effect at the top dose
Target sequence (P49798 whole entry, looked up): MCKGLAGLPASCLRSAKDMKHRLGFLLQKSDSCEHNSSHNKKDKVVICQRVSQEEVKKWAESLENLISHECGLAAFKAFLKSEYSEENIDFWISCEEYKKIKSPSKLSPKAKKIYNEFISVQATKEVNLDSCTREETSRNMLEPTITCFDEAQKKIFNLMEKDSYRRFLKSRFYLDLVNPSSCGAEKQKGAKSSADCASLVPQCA
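MLSMR compounds (23 nl, pin-transferred) preincubated 10 min at room temperature with a 500nM (2x) first reagent, then RGS4 at 900nM (2x) plus Transcreener GDP mix added; fluorescence polarization (620/688 nm) read before and after 90 min at 30 °C.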
POLH inh: inhibitors of human DNA polymerase eta; 390,000 tested, 1.2% active; Q9Y253; AID 588591; Potency, µM (highest dose often 114 µM), for the others: top-dose activity change, negative = inhibition, hits mostly inhibitors; recombinant Pol eta, fluorescent DNA replication assay; also: potency is read from the fitted curve at half-maximal effect; % is scaled to controls: 0 for no effect and ±100 for the full control effect
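Fluorescent replication assay: 50 nM final substrate added after a 15 min room-temperature compound preincubation with 10 nM enzyme. Signal taken at 0 min and again at 10 min.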
Pol beta inh: inhibitors of human DNA polymerase beta; Pol beta primer extension/strand displacement, fluorescence kinetic; Potency, µM (titrated, usually from 114 µM), inactives show top-dose activity change, negative = inhibition, actives largely listed as inhibitors; 340,000 tested, 1.3% active; also: potency is read from the fitted curve at half-maximal effect; % is scaled to controls: 0 for no effect and ±100 for the full control effect
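10 nM enzyme + cpd, 15 min RT; start with substrate 50 nM final; read 0 min and after 10 min RT. Corrected, normalized data; 4-parameter Hill curve fit.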
12-LOX inh: ALOX12 (human) lipoxygenase inhibition. 580,000 tested, 1.1% active. AID 1671190. purified 12hLO, xylenol orange hydroperoxide absorbance. P18054. Potency, µM (top dose mostly 108 µM), inactives show at the top dose activity change, negative = inhibition, most hits filed as inhibitors; also: potency is read from the fitted curve at half-maximal effect; % is scaled to controls: 0 for no effect and ±100 for the full control effect
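Purified human 12hLO (150 nM final) in 25 mM Hepes, 0.01% Triton X-100, pH 7.0 was preincubated 15 min at room temperature with compound. Then 40 uM arachidonic acid was added, 30 min. Hydroperoxide was read by Fe-XO absorbance ratio 573/405 nm.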
Pol kappa inh: inhibitors of human DNA polymerase kappa; purified Pol kappa, fluorescent DNA synthesis assay, 10 min; Potency, µM (doses to about 107 µM), without a hit: at the highest dose activity, negative = inhibition, hits mostly inhibitors; 400,000 tested, 0.53% active; AID 588579; also: potency is read from the fitted curve at half-maximal effect; % is scaled to controls: 0 for no effect and ±100 for the full control effect
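Enzyme at 10 nM met test compounds for 15 min at room temperature. Substrate addition (50 nM final) began the reaction, which was monitored by fluorescence at 0 and 10 min.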
APE1 inh: blocks human APE1 abasic DNA cleavage. P27695. recombinant APE1, TAMRA/BHQ-2 abasic DNA cleavage fluorescence. Potency, µM (doses to about 65.8 µM), inactives show top-dose activity change, negative = inhibition, hits mostly inhibitors. 350,000 tested, 0.35% active. AID 2517;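 also: potency is read from the fitted curve at half-maximal effect; plate controls were vehicle for no effect and reference inhibitor for full effect; nearly all actives have a fitted effect of over 55% in size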
Target sequence (P27695 whole entry, looked up): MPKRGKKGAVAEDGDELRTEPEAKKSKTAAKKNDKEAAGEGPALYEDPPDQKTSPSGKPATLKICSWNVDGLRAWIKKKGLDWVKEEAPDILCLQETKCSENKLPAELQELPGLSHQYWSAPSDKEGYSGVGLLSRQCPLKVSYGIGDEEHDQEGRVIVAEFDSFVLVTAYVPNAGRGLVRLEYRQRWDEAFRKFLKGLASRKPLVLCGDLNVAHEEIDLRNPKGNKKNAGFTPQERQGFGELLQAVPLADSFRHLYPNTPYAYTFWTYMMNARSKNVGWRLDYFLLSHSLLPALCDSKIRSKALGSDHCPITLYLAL
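Enzyme (0.75 nM final) and test compound are incubated 15 min at room temperature before adding 50 nM quenched THF abasic-site duplex. Cleavage dequenches TAMRA, followed at 525/598 nm over three reads one minute apart.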
LDHA block: LDHA (human) enzyme inhibition; P00338; purified LDHA, NADH/diaphorase-resazurin fluorescence; hits give low values; activity change, % (values are at about 110 or 230 µM); 480,000 tested, 0.15% active; AID 1347041; in the data active = activity change below about -30%; inconclusive = mostly about -25% to -30%;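 also: plate controls were DMSO wells for no effect and wells without enzyme for full effect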
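Remaining NADH was detected by diaphorase (0.133 mg/mL) converting 37 µM resazurin to fluorescent resorufin, read at 0 and 20 minutes. The preceding 5-minute room-temperature reaction used 2 nM LDHA, 0.2 mM sodium pyruvate and 0.06 mM NADH at pH 7.4.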
ERG-DNA inh: ERG Ets/DNA interaction inhibition; P11308; 370,000 tested, 0.028% active; fluorescence polarization, His-ERG Ets domain / labelled DNA; Potency, µM (doses to about 76.9 µM), inactives show at the top dose FP activity, negative = inhibition, actives largely listed as inhibitors; active = well fitted inhibition curve with a large enough effect in the polarisation, with a control signal flat; inconclusive = small, poorly fitted or top-dose-only effect, or effect the other way, or a change in a side signal; inactive = no such curve, though single readings can be large or run the other way; the % refers to the polarisation;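 also: polarization taken with two DNA probes labelled with fluorescein and Texas red; potency is read from the fitted curve at half-maximal effect; % of control where 0% means no effect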
Target sequence (P11308 whole entry, looked up, the tested form may be a part): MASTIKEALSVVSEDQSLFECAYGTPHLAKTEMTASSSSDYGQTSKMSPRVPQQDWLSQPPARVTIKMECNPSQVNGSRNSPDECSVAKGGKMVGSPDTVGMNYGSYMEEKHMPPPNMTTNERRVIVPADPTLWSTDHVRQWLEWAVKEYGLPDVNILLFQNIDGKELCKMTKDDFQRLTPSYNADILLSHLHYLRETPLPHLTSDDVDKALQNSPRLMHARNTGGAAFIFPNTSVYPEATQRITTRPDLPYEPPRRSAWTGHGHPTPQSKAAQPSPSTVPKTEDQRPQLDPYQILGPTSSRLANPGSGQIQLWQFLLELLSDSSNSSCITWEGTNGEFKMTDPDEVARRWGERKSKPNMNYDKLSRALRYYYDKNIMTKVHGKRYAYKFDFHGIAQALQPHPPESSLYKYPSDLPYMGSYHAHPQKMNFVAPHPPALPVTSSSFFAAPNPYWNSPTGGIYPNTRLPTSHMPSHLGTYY
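His-tagged ERG Ets domain (1 uM in the protein solution; 300mM KCl, 50mM Tris-HCl, 1mM EDTA, 1mM DTT, pH 7.5) received compound, then a probe mix of 5 nM fluorescein-DNA and 100nM Texas-615-DNA. Fluorescence polarization was read for both dyes.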
Anesthetic bind: candidate novel general anesthetic via apoferritin binding; P02791; apoferritin/1-aminoanthracene competitive binding, fluorescence; Potency, µM (series often up to 77.5 µM), for the others: top-dose activity change, negative = displacement, most hits filed as inhibitors; 350,000 tested, 0.074% active; AID 485281; also: potency is read from the fitted curve at half-maximal effect; % is scaled to controls: 0 for no effect and ±100 for the full control effect; nearly all actives have a fitted effect of over 20% in size
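Concentration-response curves derived by four-parameter Hill fitting of normalized fluorescence, where compounds displaced 1-AMA from 10 uM horse apoferritin following a brief 10 min room-temperature incubation; propofol titration acted as positive control.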
* = called active by the depositor; i = inactive; ? = inconclusive; · = no result given; & = joins results of further samples; [ ] = remark or other dose. Unless noted, calls follow the shape of the dose curve; as a rule, active = well fitted curve in the direction sought with a large enough effect; inconclusive = small, poorly fitted or top-dose-only effect, or another doubt; inactive = no such curve, though single readings can be large; an effect the other way counts as inactive or inconclusive. An excerpt; rates above refer to the full screens.

SMILES	RGS4 inh	POLH inh	Pol beta inh	12-LOX inh	Pol kappa inh	APE1 inh	LDHA block	ERG-DNA inh	Anesthetic bind
CCOC(=O)C1CCCN(CC(=O)Nc2c(C(=O)OC)[nH]c3ccccc23)C1 (centres undefined)	19%	7%	26%	-22%	-9%	-9%	-10	-6%	-13%
CCOCCCn1c(C)nc2c[n+](CC(=O)c3ccc4ccccc4c3)cc(Br)c21	7%	-8%	6%	131%[activator]	-20%	1%	-6	-2%	-11%
COc1ccc(CCNC(=O)c2ccc3c(Cl)c4c(nc3c2)CCCC4)cc1OC	13%	-19%	3%	-23%	-1%	·	-5	0%	?
O=C1OCC2=C1C(c1ccc(Cl)cc1)c1cc3c(cc1O2)OCO3 (centres undefined)	-51%	-5%	·	-9%	-6%	·	2	8%	·
O=[N+]([O-])c1ccc(Cl)c(C2Nc3cccc4cccc(c34)N2)c1	?	-18%	-21%	-16%	-7%	-5%	18	-11%	?
O=S1(=O)CC(N2CCOCC2)c2ccccc21 (centres undefined)	5%	-17%	8%	0%	-9%	-1%	1	-1%	9%
CC(=O)NS(=O)(=O)c1ccc(N=c2ssc3c2-c2ccc(C)cc2NC3(C)C)cc1	-39%	-8%	14%	16µM*	-3%	-1%	0	·	-9%
COc1cc(C(=O)NCC(c2cccnc2)N2CCN(C)CC2)cc(OC)c1OC (centres undefined)	16%	7%	36%	0%	-22%	5%	-7	1%	-14%
Cc1cc(C(=O)N/N=C/c2cccs2)n[nH]1	-14%	-15%	15%	-1%	-9%	4%	-5	-27%	-1%
CN=Cc1nc(-c2ccccc2)oc1O	?	-15%	22%	?	-2%	-5%	-7	5%	-2%
CCn1c(C(=O)Nc2cc(Cl)ccc2C)cc2sc(Cl)cc21	-20%	·	-1%	0%	0%	·	-3	1%	1%
COc1ccc(NC(=O)C(C)(C)Oc2ccc(Cl)cc2)cn1	-6%	-21%	·	?	-12%	27%	-2	?	·
O=C(Cn1cc(C(F)(F)F)ccc1=O)N/N=C/c1ccc(F)cc1	-39%	-15%	-3%	i	-1%	-3%	0	-3%	-17%
Cc1ccc2c(c1)oc(=O)n2CC(=O)c1ccccc1	9%	-13%	0%	70%[activator]	-22%	3%	-9	-2%	-11%
CCc1cccc(C)c1NC(=O)C1CCCO1 (centres undefined)	-5%	5%	17%	4%	-11%	-3%	-4	16%	-10%
COc1cc(C2Nc3ccc4ncccc4c3C3=C2C(=O)CCC3)cc(OC)c1OC (centres undefined)	19%	-6%	?	0%	-11%	1%	3	0%	-4%
CSc1ncccc1C(=O)OCC(=O)NC1CCC(C)CC1 (centres undefined)	-2%	-8%	·	1%	7%	29%	0	-9%	·
CCCCn1c(N)c(N(CC)C(=O)C2=COCCO2)c(=O)[nH]c1=O	18%	-3%	·	7%	-16%	8%	-9	3%	·
O=[N+]([O-])c1cc(S(=O)(=O)NCCc2ccccn2)ccc1Cl	26%	-10%	·	?	-8%	9%	-6	3%	·
O=S(=O)(NCc1ccccc1)c1ccc(NC(=S)NCc2ccco2)cc1	-14%	1%	-17%	?	-5%	-9%	-4	3%	8.9µM*
COc1ccc(C2c3c(oc4ccccc4c3=O)C(=O)N2CC2CCCO2)cc1 (centres undefined)	13%	-4%	8%	6%	-9%	2%	-3	·	-16%
COc1ccc(/C(C)=N/NC(=S)NCCc2ccccc2)cc1	-32%	-12%	5%	0%	2%	-10%	-3	9%	105%[activator]
Oc1c(C(c2cccc(Br)c2)N2CCCC2)sc2nc(-c3ccco3)nn12 (centres undefined)	-1%	-3%	17%	?	-7%[60.1 µM]	·	6	3%	-21%
CC(=O)C(Cc1ccccc1)NC(=O)CCl (centres undefined)	22%	1%	35%	?	-9%	17%	-7	-20%	-1%
Cc1ccc(-n2ncc(C(=O)Nc3ccc4c(c3)OCCO4)c2C2CCN(C(=O)OC(C)(C)C)CC2)cc1C	-15%	-5%	18%	-20%	4%	·	3	0%	-5%

With a hit mark in 12-LOX inh (from the list above):
molecule,RGS4 inh,POLH inh,12-LOX inh,Pol kappa inh,APE1 inh,LDHA block,ERG-DNA inh
CC(=O)NS(=O)(=O)c1ccc(N=c2ssc3c2-c2ccc(C)cc2NC3(C)C)cc1,-39%,-8%,16µM*,-3%,-1%,0,·

Later entries:
SMILES	RGS4 inh	POLH inh	Pol beta inh	12-LOX inh	Pol kappa inh	APE1 inh	LDHA block	ERG-DNA inh	Anesthetic bind
COCCn1c(CN2CCN(C(=O)c3ccco3)CC2)nc2c1c(=O)n(C)c(=O)n2C	49%	5%	12%	13%	-10%	-4%	-6	10%	-2%
COCCCn1c(C)c(C(C)=O)cc(NC(=O)c2ccccc2)c1=O	-7%	-15%	5%	15%	-1%	0%	-2	2%	0%
OCCN(CCO)CC(O)Cn1c2ccccc2c2ccccc21 (centres undefined)	-25%	4%	4%	-19%[57.4 µM]	-2%	-4%	-6	11%	-2%
CCCOc1ccc(C(=O)NNC(=O)c2cccc(S(=O)(=O)N3CCN(C(C)=O)CC3)c2)cc1OC	7%	-13%	·	5%	-4%	7%	-2	4%	·
Cc1ccc(S(=O)(=O)CC(=O)NC(C)(C)C)cc1	5%	-5%	14%	0%	-9%	2%	9	-5%	6%
COc1ccc(CCNC(=O)COC(=O)c2ncc(Cl)c(Cl)c2Cl)cc1OC	8%	-7%	·	-11%	0%	35%[activator]	-8	3%	·
COc1ccc(N(CC(=O)Nc2cc(C)ccc2C)S(=O)(=O)c2c(C)[nH]c(=O)[nH]c2=O)cc1	0%	-7%	64%	3%	-13%	3%	-3	-10%	-5%
O=C(N/N=C/c1ccco1)C1CC(=O)N(c2ccccc2)C1 (centres undefined)	13%	-9%	4%	2%	-11%	-4%	-7	-11%	-6%
CCn1cnc2cc(NCc3ccc(Cl)cc3)ccc21	-10%	-13%	7%	108%[activator]	-14%	6%	19	8%	-23%
CCN1CCN(C(=O)c2ccc3c(c2)N(Cc2cccc(Cl)c2)C(=O)c2ccccc2S3=O)CC1 (centres undefined)	-8%	-5%	-1%	?	-8%[60.1 µM]	·	-4	1%	-12%
COc1cccc2nc3c(C(=O)NCCN(C)C)cccc3cc12	-31%	?	·	3%	-46%	·	13	-17%	·
O=C(CCl)NCCNC(=O)c1cc(OCC(F)(F)F)ccc1OCC(F)(F)F	3%	-11%	0%	-17%	5%	-5%	-9	-4%	-8%
S=C(c1ccccc1)N(c1ccccc1)c1ccccc1	-10%	-19%	10%	467%[activator][57.4 µM]	-3%	0%	-1	-1%	?
COc1ccc([N+](=O)[O-])cc1NC(=O)COC(=O)c1ccc(O)cc1	21%	-5%	7%	-19%	-15%	1%	-17	8%	-3%
CCc1cc(=O)oc2cc(OC(C)C(=O)NCCCn3ccnc3)ccc12 (centres undefined)	2%	-16%	8%	19%&4%	0%	23%	1&0	9%	1%
O=C(NCc1ccccc1)N[C@@H](Cc1ccccc1)C(=O)O	21%	-2%	2%	6%	-2%	10%	-4	-14%	7%
O=C(Nc1ccccc1)n1ccc(-c2ccc(-n3ccnc3)cc2)n1	·	·	4%	0%	·	?	·	·	0%
COc1cc(OC)c(-c2oc3ccccc3c(=O)c2O)c(OC)c1	-51%	-10%	·	-16%	-15%	·	1	·	·
CCC(C)NC(=O)C1CCC(CNS(=O)(=O)c2ccc(Cl)cc2)CC1 (centres undefined)	-10%	-9%	0%	-8%	0%[60.1 µM]	·	-2	3%	-1%
CCOc1cc(CNC2CCCC2)ccc1OCc1ccccc1Cl	22%	-14%	9%	12%	1%	0%	-1	1%	-24%
CCCCN(CC)c1nc(-c2ccncc2)nc2ccccc12	-15%	-16%	12%	?	2%	-4%	-6	-4%	?
CC1(C)Cc2c(ccc3ccccc23)/C(=C/C(=O)N2CCCCC2)N1	-40%	-21%	-2%	?	-3%	-4%	7	9%	-8%
Cc1ccccc1N(CC(=O)NCc1ccccc1)C(=O)CCC(=O)Nc1nccs1	-1%	1%	-4%	-4%	-2%	12%	1	5%	-12%
COc1ccc(-n2nc(C(=O)NCC(=O)N3CCN(Cc4ccc5c(c4)OCO5)CC3)c3ccccc3c2=O)cc1OC	3%	-22%	0%	-15%	-22%	0%	1	-9%	2%
CCn1c(C)nc2cc(C(=O)N/N=C(\C)c3ccccc3O)ccc21	0%	-9%	-12%	22%	-17%	-1%	-13	11%	-6%
COc1cc(Cl)ccc1OCc1cc(C(=O)NC(C)Cc2cnccn2)no1 (centres undefined)	20%	-5%	2%	0%	0%	-14%	-4	-7%	-21%
COC(=O)c1ccccc1NC(=O)COC(=O)C1CCCCC1	22%	-14%	15%	0%	1%	3%	0	-3%	0%
CCN(CC)CCOC(=O)c1ccc(NC(=O)CCn2c(=O)oc3ccccc32)cc1	-5%	-12%	56%	-15%	-18%	·	-4	8%	2%
COc1ccccc1NC(=O)C1=C(C)Nc2nc(-c3ccco3)nn2C1c1cccc(C)c1 (centres undefined)	-4%	-15%	-15%	-13%	-15%	·	0	-3%	-16%
Cc1nn(-c2ccccc2)c(C)c1C(=O)Oc1ccccc1	-16%	-24%	22%	8%	2%	0%	0	-13%	1%

Single records (already shown). Screens in order: RGS4 inh, POLH inh, Pol beta inh, 12-LOX inh, Pol kappa inh, APE1 inh, LDHA block, ERG-DNA inh, Anesthetic bind
CCN1CCN(C(=O)c2ccc3c(c2)N(Cc2cccc(Cl)c2)C(=O)c2ccccc2S3=O)CC1 (centres undefined) across the screens: -8%, -5%, -1%, ?, -8%[60.1 µM], ·, -4, 1%, -12%
COCCCn1c(C)c(C(C)=O)cc(NC(=O)c2ccccc2)c1=O across the screens: -7%, -15%, 5%, 15%, -1%, 0%, -2, 2%, 0%
